CCT modulator = High-Throughput Screening for Modulators of Cytosolic Chaperonin Activity; hit rate 0.3% among 360,000; AID 651819, 2012; purified chaperonin ATPase assay, HTRF ADP detection, 30 min; activity change, % (no concentration beside the values), hits read low; in the data active = activity change below about -30%; also: % is scaled to controls: 0 for no effect and ±100 for the full control effect
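We incubate TRiC, 40 or 20 nM final, with library compounds at 76 uM and 10 uM ATP for 30 min at 37 °C. ADP formed is detected with Transcreener HTRF reagents after 30 min at room temperature.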
pAkt inh = HTS Assay for Inhibitors of Akt Phophorylation: Primary Screen. AID 651550, 2012. hit rate 0.32% among 360,000. Neuro2A IGF-stimulated pAkt S473 HTRF, 20 min; active compounds read low. activity change, % for hits at 50 µM; in the data active = activity change below about -80%; inconclusive = mostly about -51% to -80%; also: % is scaled to controls: 0 for no effect and ±100 for the full control effect
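Single-point screen (50 µM final compound) in Neuro2A cells stimulated 20 min with 6 nM IGF at 37 deg C. After lysis, Ser473-phosphorylated Akt read by HTRF (ex 330 nm, em 615/665 nm) as the 665/615 ratio.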
Nrf2 block = Nrf2 qHTS screen for inhibitors; Potency, µM (highest dose often 46 µM), inactives show top-dose activity change, negative = inhibition, actives largely listed as inhibitors; AID 504444, 2011; A549 ARE-Fluc reporter, luciferase luminescence, 18-24 h; hit rate 2.1% among 360,000; also: potency is read from the fitted curve at half-maximal effect; % is scaled to controls: 0 for no effect and ±100 for the full control effect; nearly all actives have a fitted effect of over 60% in size
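Cells were seeded and rested 2 h, then exposed to compounds for 18-24 h. CellTiter-Fluor was read first as a viability measure. BugLite was added 15 min before the final luminescent read of ARE-luciferase activity in A549 cells.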
Abeta rescue = qHTS for compounds that reverse cellular toxicity of Amyloid beta (A-beta) peptide in yeast: Primary Screen | yeast expressing A-beta42, growth rescue, OD600, 48 h; response scale: 0% DMSO, 100% iron-clioquinol control | hit rate 0.063% among 410,000 | AID 1347071, 2019 | Potency, µM (highest dose often 46.1 µM), inactives show at the highest dose growth rescue, hits mostly activators; also: potency is read from the fitted curve at half-maximal effect; nearly all actives have a fitted effect of over 55% in size
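Growth rescue measured by 600 nm absorbance after 48 h yeast culture at 30 C with compound. Values normalized between DMSO and an equimolar ferric chloride plus clioquinol control.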
Nrf2 ARE act = qHTS of Nrf2 Activators; AID 624171, 2012; Potency, µM (top dose mostly 46.1 µM), for inactives: top-dose activation, actives largely listed as activators; hit rate 0.31% among 410,000; AREc32 ARE-luciferase reporter (MCF7-derived line), luminescence, 24 h; also: potency is read from the fitted curve at half-maximal effect; % of control where 0% means no effect; nearly all actives have a fitted effect of over 65% in size
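ARE activation measured as luciferase luminescence (Steady-Glo, 30 min RT) in AREc32_Fluc cells after 24 hr compound exposure at 37 deg C, 5% CO2; cells seeded overnight at 1000/well in OPTI-MEM, 5% FBS.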
TGFb inhibitor = qHTS for Inhibitors of TGF-b; HepG2 CAGA-GFP TGF-b/SMAD3 reporter, GFP fluorescence, 18 h; TGF-beta stimulated, 500 pg/mL final; Potency, µM (series often up to 46.1 µM), for inactives: top-dose activity, negative = inhibition, usual class: inhibitors; hit rate 1.2% among 410,000; AID 588855, 2011; also: potency is read from the fitted curve at half-maximal effect; % is scaled to controls: 0 for no effect and ±100 for the full control effect; nearly all actives have a fitted effect of over 65% in size
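HEPG2 CAGA-GFP reporter cells (1000/well, DMEM with 1% FBS) received compounds, then recombinant TGF-beta at 500 pg/mL final for 18 hours at 37 degrees C. Per-cell GFP summed per well was normalised to unstimulated and stimulated DMSO controls before curve fitting.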
A549 viability = Nrf2 qHTS screen for inhibitors: counterscreen for cytotoxicity | hit rate 0.16% among 390,000 | A549 ARE-Fluc cells, CellTiter-Fluor viability, 18-24 h | AID 504648, 2011 | Potency, µM (highest dose often 46 µM), for inactives: at the highest dose activity change, negative = cytotoxicity, actives largely listed as inhibitors; also: potency is read from the fitted curve at half-maximal effect; % is scaled to controls: 0 for no effect and ±100 for the full control effect
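Cytotoxicity counterscreen: CellTiter-Fluor fluorescence was measured in A549 ARE_Fluc cells after 18-24 h of compound exposure in a concentration series. The subsequent BugLite luminescent read reports ARE-luciferase activity.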
HepG2 tox = qHTS for Inhibitors of TGF-b: Cytotox Counterscreen; AID 588856, 2011; Potency, µM (highest dose often 46.1 µM), inactives show at the highest dose activity change, negative = cytotoxicity, actives largely listed as cytotoxic; hit rate 0.76% among 410,000; HepG2 CAGA-GFP viability, ATP luminescence, 18 h; also: potency is read from the fitted curve at half-maximal effect; some results filed as inactive show a strong effect at the top dose
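CellTiter-Glo luminescence gave cytotoxicity after 18 hours at 37 degrees C. The cells were HepG2 CAGA-GFP in 1% FBS DMEM, stimulated with 500 pg/mL TGF-beta after compound addition. %Activity was normalised to no-cell wells (complete cell-killing) and DMSO (no toxicity), and curves were fitted and classified.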
MmCpn inh = Inhibitors of TCP-1 ring complex (TRiC) of Methanococcus maripaludis (MmCpn): qHTS; purified Mm-Cpn ATPase, ADP Transcreener TR-FRET; AID 504842, 2011; Potency, µM (doses to about 76.9 µM), inactives show top-dose activity, negative = inhibition, usual class: inhibitors; hit rate 0.031% among 330,000; Chaperonin Mm-Cpn (Methanococcus maripaludis); also: potency is read from the fitted curve at half-maximal effect; % is scaled to controls: 0 for no effect and ±100 for the full control effect; nearly all actives have a fitted effect of over 80% in size
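ATPase turnover read by TR-FRET ADP competition (Eu cryptate antibody/ADP-d2, 665/590 nm): 10uM ATP final, 25nM Mm-CPN final, 30 min 37degC after 10-min compound preincubation, pH 7.4 Tris/KCl/MgCl2/DTT buffer.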
Active calls of the source: *; i = inactive; ? = inconclusive; · = no result given; [ ] = another dose, or the depositor's remark. Unless noted, calls follow the shape of the dose curve; as a rule, active = well fitted curve in the direction sought with a large enough effect; inconclusive = small, poorly fitted or top-dose-only effect, or another doubt; inactive = no such curve, though single readings can be large; an effect the other way counts as inactive or inconclusive. Hits appear at their usual frequency; 4.3% or so of the library scored in one or more.

The opening 3 records, ahead of the listing:
SMILES	CCT modulator	pAkt inh	Nrf2 block	Abeta rescue	Nrf2 ARE act	TGFb inhibitor	A549 viability	HepG2 tox	MmCpn inh
O=C(OCC(=O)N1CCC(Cc2ccccc2)CC1)c1ccccc1	0.5	i	-15%	-22%	0.6%	4%	-3%	15%	-1%
O=C(NC(=S)Nc1ccc(Br)cn1)c1cccs1	1.0	i	?	-10%	?	-19%	-5%	3%	0%
CCc1ccc2c(c1)cc(CN(C(=S)Nc1ccccc1)C1CC1)c1nnnn12	-0.1	i	-15%	-1%	-1.0%	-2%	0%[1.84 µM]	0%	-7%

The whole of this part, from the start:
SMILES	CCT modulator	pAkt inh	Nrf2 block	Abeta rescue	Nrf2 ARE act	TGFb inhibitor	A549 viability	HepG2 tox	MmCpn inh
O=C(OCC(=O)N1CCC(Cc2ccccc2)CC1)c1ccccc1	0.5	i	-15%	-22%	0.6%	4%	-3%	15%	-1%
O=C(NC(=S)Nc1ccc(Br)cn1)c1cccs1	1.0	i	?	-10%	?	-19%	-5%	3%	0%
CCc1ccc2c(c1)cc(CN(C(=S)Nc1ccccc1)C1CC1)c1nnnn12	-0.1	i	-15%	-1%	-1.0%	-2%	0%[1.84 µM]	0%	-7%
Cc1noc(C)c1C(=O)NCCc1ccccc1	0.5	i	16%	10%	-0.8%	-6%	-6%	1%	1%
Cc1ccc(S(=O)(=O)CC2CSc3nc(N)cc(=O)n32)cc1 (centres undefined)	1.2	i	-11%	7%	-0.5%	0%	-13%	5%	1%
Clc1cccc(/C=N/N2CCN(Cc3ccccc3)CC2)c1	-0.6	i	8%	-3%	6.2%	1%	-20%	2%	-7%
COc1ccc(-n2ncc3c(SCC(=O)OC(C)C)ncnc32)cc1	0.2	i	·	-15%	-0.8%	-3%	·	1%	·
COc1cc(C2CC(=O)Nc3c2c(C)nn3-c2nncc(-c3ccccc3)n2)cc(OC)c1OC (centres undefined)	·	·	?	-8%	2.9%	-3%	-1%	-11%	·
Cc1cc(NC(=O)CSc2nc3c(cnn3-c3cccc(Cl)c3)c(=O)[nH]2)no1	-1.9	i	-25%	7%	3.8%	13%	-4%	0%	-4%
COC(=O)Cc1ccc(NC(=S)NNC(=O)c2ccccc2Br)cc1	-3.1	i	-5%	11%	1.9%	-17%	1%	-3%	0%
CC(=O)c1cccc(OCc2cc(C(=O)N3C[C@@H](C)O[C@@H](C)C3)no2)c1	-1.5	i	?	-2%	4.4%	-1%	1%	-1%	-1%
COc1ccc(-c2oc3ncnc(NCCN4CCOCC4)c3c2-c2ccc(OC)cc2)cc1	-0.6	i	-14%	6%	0.3%	?	1%	-38%	-1%
Cc1ccc(C)c(C(O)c2ncc(-c3ccc4ccccc4c3)[nH]2)c1 (centres undefined)	-2.8	i	·	-21%	-0.2%	-7%	·	-15%	·
COc1cccc(CC(NC(C)=O)C(=O)NC2CCN(C(=O)Nc3ccc(C)cc3)CC2)c1 (centres undefined)	-1.6	i	-25%	-7%	0.4%	3%	0%	7%	-1%
O=C(CCc1ccccc1)Nc1nnc(-c2ccc3c(c2)OCCO3)o1	-1.3	i	-20%	12%	-0.1%	-8%	-1%	-32%	0%
COC(=O)[C@]1(C)N[C@H](CN(C)C(=O)c2ccc(C)cc2)[C@@H]2C(=O)N(C)C(=O)[C@@H]21	-6.3	i	10%	-5%	-0.1%	-6%	23%	2%	0%
CCCCCC(=O)N1CCCC1	0.7	i	-9%	-3%	0.3%	-11%	-1%	-17%	-3%
COc1cccc(NC(=O)c2c(-c3ccc(C)cc3)nnc3ccccc23)c1	·	·	-4%	4%	11%	-12%	-8%	1%	·
CCN(c1ccccc1)S(=O)(=O)c1ccc(C(=O)NCC(c2cccs2)N(C)C)cc1 (centres undefined)	-9.1	i	-8%	23%	1.8%	-1%	-9%	1%	-3%
O=S1(=O)CC(N2CCN(CCO)CC2)CN1Cc1cn(Cc2ccccc2C(F)(F)F)nn1 (centres undefined)	2.6	i	·	-5%	-0.3%	-15%	·	-2%	·
O=c1cc(C=NNc2ccccc2)[nH]c(=O)[nH]1	-0.7	i	5%	9%	0.6%	-2%	2%	-12%	·
CCOc1ccccc1CNC(=O)c1[nH]c2ccccc2c1Sc1ccccc1	·	·	?	12%	9.1%	?	-1%	-23%	·
O=C(COC(=O)Cc1ccccc1F)Nc1ccccc1[N+](=O)[O-]	-2.7	i	10%	16%	0.1%	7%	1%	-6%	3%
CN1CCN(c2ccc(S(=O)(=O)N3CCCCC3)cc2NC(=O)c2cccc([N+](=O)[O-])c2)CC1	-0.5	i	-11%	-15%	3.4%	0%	9%	-21%	-2%
CC(C)CCn1c(=O)c2cccnc2n(CC(=O)Nc2ccc(F)cc2)c1=O	·	·	-20%	-11%	-0.8%	-2%	-17%	-7%	·
COc1ccc(N2CCN(c3ncnc4onc(-c5ccc(F)cc5)c34)CC2)cc1	·	·	-4%	-6%	0.8%	-10%	4%	-1%	·
C[C@H]1NC(=O)[C@]2(C)[C@@H](c3ccccc3)[C@H]3COc4ccccc4[C@@H]3N2C1=O	-1.2	i	9%	6%	0.0%	6%	-4%	9%	·
COc1ccccc1N1CCN(S(=O)(=O)CCNC(=O)c2cc(OC)c(OC)c(OC)c2)CC1	-1.0	i	-5%	3%	-0.8%	-29%	8%	-10%	-3%
CC(=O)Nc1ccc2nc(NC(=O)c3ccc([N+](=O)[O-])o3)sc2c1	1.1	i	?	-3%	?	5µM*	?	0%	0%
CC(C)(C)C(=O)Nc1ccnn1C1CCN(C(=O)c2cccc(Cl)c2)CC1	-5.6	i	-1%	5%	0.3%	0%	3%	-29%	0%
COc1cccc(OC)c1NC(=O)C1CCCN1C(=O)NCc1ccccc1 (centres undefined)	0.3	i	-3%	3%	0.4%	2%	-2%	-2%	1%
O=C(/C=C/c1ccc(F)cc1)N1CCCc2ccccc21	1.3	i	?	10%	4.8%	-9%	4%	-3%	0%
Cc1ccc(S(=O)(=O)N2CCOCC2)cc1NC(=O)CSc1ccc(Cl)cc1	-2.1	i	0%	2%	0.1%	2%	-1%	2%	-1%
Nn1c(SCC(=O)Nc2ccc3c(c2)OCO3)nncc1=O	-3.6	i	-7%	17%	2.7%	7%	-3%	-16%	-9%
CCCCn1c(N)c(N(CC(C)C)C(=O)COC(=O)Cc2cccc(OC)c2)c(=O)[nH]c1=O	-2.6	i	-18%	0%	-0.2%	-20%	-6%	1%	1%
CCN1CCN(C(=O)CN(c2ccc(F)c(Cl)c2)S(C)(=O)=O)CC1	1.3	i	1%	-1%	0.4%	14%	2%	5%	0%
O=C(Nc1c[nH]c(=O)[nH]c1=O)c1ccccc1Br	2.1	i	4%	-8%	-1.1%	1%	9%	5%	-5%
COc1nccnc1NS(=O)(=O)c1ccc(NC(=S)NC(=O)c2ccc(F)cc2)cc1	2.1	i	2%	-8%	-0.9%	-10%	1%	-5%	0%
CCOC(=O)Cn1cnc2c(cnn2-c2ccc(OC)cc2)c1=O	0.8	i	?	-4%	0.1%[9.22 µM]	15%	-1%	-2%	-5%
CNC1=CC(=O)CC(c2ccccc2)C1 (centres undefined)	1.1	i	-21%	29%	-0.4%	-3%	8%	-7%	-2%
CC1CCC(=C(C#N)C(=O)Nc2cccc(Cl)c2)CC1 (centres undefined)	1.9	i	-14%	-4%	-0.2%	-15%	-2%	-30%	2%
Cc1ccc(-c2nnn(CC(=O)N(c3cccc(F)c3)C(C(=O)NC(C)(C)C)c3ccco3)n2)o1 (centres undefined)	-0.4	i	-27%	-13%	3.8%	5%	4%	-2%	-4%
C=CCNS(=O)(=O)CC12CCC(CC1=O)C2(C)C (centres undefined)	0.1	i	-24%	16%	-0.1%	2%	-1%	6%	0%
Cc1cccc(NC(=O)CSCC(=O)Nc2cc(S(=O)(=O)N3CCOCC3)ccc2OC(C)C)c1	0.7	i	-14%	15%	-0.2%	-10%	-11%	-12%	0%
Cc1cccc(C(=O)NCC(c2cccs2)S(=O)(=O)c2cccs2)c1 (centres undefined)	·	·	·	-1%	1.2%	-9%	-10%	-3%	·
CCCn1c(C2CCCN2c2nc(-c3cccc(Br)c3)cs2)nc2cc(Cl)c(Cl)cc21 (centres undefined)	-4.5	i	1%	1%	4.0%	-18%	1%	-19%	-10%
CN1CCN(c2ccc(Cl)cc2NC(=O)C2COc3ccccc3O2)CC1 (centres undefined)	0.5	i	2%	15%	11%	-1%	-2%	-74%	1%
Cc1c(C(=O)NCc2ccc(F)cc2)sc2nc(-c3ccc(F)cc3)cn12	·	·	·	-8%	2.3%	0%	0%	-12%	·
Cc1ccc(S(=O)(=O)NNC(=O)c2cccnc2)cc1	-1.6	i	5%	6%	-2.6%	-2%	3%	8%	1%
O=C(CSc1ccc(-c2ccccn2)nn1)N1CCCc2ccccc21	-0.3	i	?	-40%	-0.2%	?	-5%	6%	-1%
CC(=O)c1ccc(N2CCN(C(=O)C3CCN(S(=O)(=O)c4cccc5nonc45)CC3)CC2)cc1	·	·	·	-7%	5.2%	-21%	2%	4%	·
